Chronic BCR inh: qHTS Assay to Find Inhibitors of Chronic Active B-Cell Receptor Signaling; ABC-DLBCL IkBa-CBG/CBR reporter, luminescence ratio, 4 h; Potency, µM (top dose mostly 46.1 µM), for the others: at the highest dose ratio change, negative = lower green/red ratio, most hits filed as inhibitors; 0.05% of 340,000 active; AID 493014, 2011; active = well fitted inhibition curve with a large enough effect in the signal ratio, with a control signal flat, not every such curve was filed as active; inconclusive = small, poorly fitted or top-dose-only effect, or effect the other way, or a change in a side signal; the % refers to the signal ratio;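 note: potency is the fitted concentration of half-maximal effect; plate controls were basal doxycycline-induced cells for no effect and cells given 10 µM MG132 for full effect; MG132 reads +100%, hits lower the ratio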
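TMD8 human ABC-DLBCL cells with doxycycline-inducible IκBα–green luciferase fusion and unfused red luciferase, in 0.5% FBS medium; compounds up to 46 uM, 4 h at 37C. Green/red luminescence ratio, filter-overlap corrected, fitted to concentration-response curves.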
TSHR antag: Antagonists of the Thyroid Stimulating Hormone Receptor: HTS campaign; TSHR-expressing cells, TSH-stimulated cAMP HTRF, 2 h; active compounds read low; activity change, negative = inhibition, % at 11.5 µM; 0.2% of 330,000 active;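 active = activity change below a set negative limit, meaning inhibition stronger than a set level, cut at about -70% in these data; inconclusive = activity change between two set negative limits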; note: % is set by controls: 0 for no effect and ±100 for the full control effect
Target sequence (P16473 whole entry, looked up): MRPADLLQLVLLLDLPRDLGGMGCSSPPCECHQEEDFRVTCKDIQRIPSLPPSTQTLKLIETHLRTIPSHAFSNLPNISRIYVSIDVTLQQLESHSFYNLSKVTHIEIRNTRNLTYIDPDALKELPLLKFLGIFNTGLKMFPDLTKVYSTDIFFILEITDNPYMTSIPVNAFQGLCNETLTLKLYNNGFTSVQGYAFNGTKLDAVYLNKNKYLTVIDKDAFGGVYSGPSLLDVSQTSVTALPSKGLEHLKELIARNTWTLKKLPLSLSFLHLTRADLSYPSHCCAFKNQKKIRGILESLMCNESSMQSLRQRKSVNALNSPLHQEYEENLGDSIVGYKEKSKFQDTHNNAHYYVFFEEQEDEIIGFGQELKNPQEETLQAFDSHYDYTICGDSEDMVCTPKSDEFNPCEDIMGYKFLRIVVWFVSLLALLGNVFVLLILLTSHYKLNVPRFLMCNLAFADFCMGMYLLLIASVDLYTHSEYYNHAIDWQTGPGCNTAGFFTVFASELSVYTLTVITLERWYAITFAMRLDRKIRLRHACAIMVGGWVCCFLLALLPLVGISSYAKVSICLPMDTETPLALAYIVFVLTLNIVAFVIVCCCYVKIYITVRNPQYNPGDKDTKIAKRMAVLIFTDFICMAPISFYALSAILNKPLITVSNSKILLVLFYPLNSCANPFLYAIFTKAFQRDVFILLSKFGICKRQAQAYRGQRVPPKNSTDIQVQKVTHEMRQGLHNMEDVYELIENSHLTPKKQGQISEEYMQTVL
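Read-out is FRET at 665 nm (cryptate excitation 337 nm) from a cryptate-tagged anti-cAMP antibody, competed by cell cAMP against cAMP-d2. Compounds are tested on freshly harvested TSHR cells challenged with 4nM TSH (EC80) for 2 hours at 37 deg C.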
Tb PFK block: qHTS Assay to Find Inhibitors of T. brucei phosphofructokinase; ATP-dependent 6-phosphofructokinase (Trypanosoma brucei brucei), O15648; T. brucei PFK, ADP-Glo luminescence; Potency, µM (top dose mostly 57.5 µM), inactives show top-dose activity, negative = inhibition, most hits filed as inhibitors; 0.17% of 330,000 active;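 note: potency is the fitted concentration of half-maximal effect; 0% = uninhibited 1x PFK enzyme wells and -100% = no-enzyme wells; nearly all actives have a fitted effect of over 60% in size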
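In TEA buffer at pH 8.0 with 5 mM MgCl2, enzyme (1.25 nM) converted F6P (0.5 mM) and ATP (0.1 mM) for 45 min at room temperature. ADP product was read by luciferase luminescence.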
Mito fusion yeast: qHTS Assay for Small Molecule Inhibitors of Mitochondrial Division or Activators of Mitochondrial Fusion | 0.23% of 320,000 active | Potency, µM (highest dose often 46.1 µM), inactives show at the top dose growth rescue (activation), actives largely listed as activators | AID 485298, 2010 | S. cerevisiae fusion-defective mutant growth rescue, CellTiterGlo 48 h;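 note: potency is the fitted concentration of half-maximal effect; % of control where 0% means no effect; nearly all actives have a fitted effect of over 45% in size; temperature-sensitive fusion mutants such as fzo1-1 at 37 °C on non-fermentable ethanol glycerol medium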
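Yeast fusion mutant, YPEG (non-fermentable carbon), compound, 48 h at 37C non-permissive; CellTiterGlo added, 10 min RT, luminescence read. Rescued growth = division inhibition.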
Eya2 phos inh: qHTS Assay for Inhibitors of the Phosphatase Activity of Eya2; Protein phosphatase EYA2 (Homo sapiens), O00167; recombinant Eya2, OMFP fluorescence dephosphorylation (OMFP is methylfluorescein phosphate); Potency, µM (top dose mostly 76.9 µM), for inactives: at the highest dose activity, negative = inhibition, hits mostly inhibitors; 0.006% of 330,000 active; note: potency is the fitted concentration of half-maximal effect; % is set by controls: 0 for no effect and ±100 for the full control effect
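Eya2 (0.2 uM) preincubated 10 min at ambient with compound, then OMFP substrate added at 50 uM; 10 min reaction in 50 mM HEPES pH 7.5, 50 mM NaCl, 5 uM MgCl2, 0.05% BSA, 1 mM DTT. Fluorescence read at Ex 485/Em 525 nm.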
B2AR arrestin: qHTS assay of beta-arrestin-biased ligands of beta2-adrenergic receptor. beta-arrestin recruitment to beta2AR, cell-based reporter. Potency, µM (top dose mostly 46.1 µM), for inactives: at the highest dose activation, hits mostly activators. 0.02% of 330,000 active. AID 492947, 2010;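 note: potency is the fitted concentration of half-maximal effect; 0% = DMSO controls and full agonism = EC100 isoproterenol or metaproterenol; nearly all actives have a fitted effect of over 65% in size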
PTAP TSG101 blk: qHTS Assay for Iinhibitors of HIV-1 Budding by Blocking the Interaction of PTAP/TSG101; Potency, µM (series often up to 115 µM), inactives show top-dose activity change, negative = inhibition, hits mostly inhibitors; AID 493005, 2010; Tumor susceptibility gene 101 protein (Homo sapiens), Q99816; 340,000 tested, under 10 active; Fluorescence polarization, FITC-PTAP peptide / Tsg101 binding; active = well fitted inhibition curve with a large enough effect in the main read-out, with a control signal flat, not every such curve was filed as active; inconclusive = small, poorly fitted or top-dose-only effect, or effect the other way, or a change in a side signal; inactive = no such curve, though single readings can be large or run the other way; note: potency is the fitted concentration of half-maximal effect; % of control where 0% means no effect
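Compounds were pin-transferred onto Tsg101 binding domain (10 uM final) in HEPES pH 7.5 buffer, then FITC-PTAP peptide was added at 50 nM final. After 20 min at RT, polarization reported peptide displacement across a qHTS concentration series.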
ELG1 repair inh: qHTS screen for small molecules that inhibit ELG1-dependent DNA repair in human embryonic kidney (HEK293T) cells expressing luciferase-tagged ELG1. HEK293T ELG1-luciferase reporter, luminescence, 16 h; DNA damage induced by 5-fluorouridine. Potency, µM (doses to about 46.1 µM), for inactives: top-dose activity change, negative = inhibition, actives largely listed as inhibitors. 2.3% of 330,000 active; note: potency is the fitted concentration of half-maximal effect; % is set by controls: 0 for no effect and ±100 for the full control effect; nearly all actives have a fitted effect of over 55% in size
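In this reporter screen, reduction of luminescence relative to DMSO vehicle indicated activity. Compounds and 5-fluorouridine were added together to 2,000 cells per well, incubated for 16 hr at 37 °C, then developed with ONE-Glo.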
TCR activator: Activators of T cell receptors: qHTS campaign; primary human leukocytes, anti-CD3, IL-2 HTRF, 48 h; Potency, µM (highest dose often 9.22 µM), without a hit: top-dose activation of IL-2 secretion, actives largely listed as activators; 330,000 tested, under 10 active; note: % of control where 0% means no effect
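Primary human leukocytes receive a-CD3 beads and test compound and are incubated 48 hr. Secreted IL-2 is then assayed by HTRF, measuring 665nm acceptor emission after 320nm excitation of the europium donor.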
uPA generation: qHTS for Inhibitors of Cell Surface uPA Generation; Potency, µM (doses to about 38.3 µM), for the others: at the top dose activity change, negative = inhibition, hits mostly inhibitors; cell surface uPA generation assay, qHTS; AID 540303, 2011; 0.31% of 330,000 active; active = well fitted inhibition curve with a large enough effect; inconclusive = small, poorly fitted or top-dose-only effect; inactive = no such curve, though single readings can be large or run the other way; tested in mouse RAW 264.7 cells; note: potency is the fitted concentration of half-maximal effect; % is set by controls: 0 for no effect and ±100 for the full control effect; nearly all actives have a fitted effect of over 55% in size
USP2a inh: qHTS Assay for Inhibitors of Ubiquitin-specific Protease USP2a Using CHOP2 as the Reporter | Potency, µM (top dose mostly 38.3 µM), without a hit: at the highest dose activity change, negative = inhibition, hits mostly inhibitors | 0.01% of 330,000 active | USP2 core, Ub-CHOP2 coupled fluorogenic reporter, 485/531 | AID 463254, 2010 | Ubiquitin carboxyl-terminal hydrolase 2 (Homo sapiens), O75604;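 note: potency is the fitted concentration of half-maximal effect; plate controls were DMSO wells for no effect and full inhibition by NEM control for full effect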
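Deubiquitinase activity read as fluorescence (485/531 nm) after Ub-CHOP2 cleavage activates the enterokinase reporter on its substrate; USP2 core 10nM, Ub-CHOP2 and substrate 25nM each, 30min compound preincubation then 60min RT; data normalized to NEM, curves fitted.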
* hit, by the source's call; ? = inconclusive; nt = no result given; [ ] = another dose, or the depositor's remark. Unless noted, calls come from the whole dose curve; as a rule, active = well fitted curve in the direction sought with a large enough effect; inconclusive = small, poorly fitted or top-dose-only effect, or another doubt; inactive = no such curve, though single readings can be large; an effect the other way counts as inactive or inconclusive. Not a hit list. About 3% of those tested had a hit in this group.

canonical_smiles	Chronic BCR inh	TSHR antag	Tb PFK block	Mito fusion yeast	Eya2 phos inh	B2AR arrestin	PTAP TSG101 blk	ELG1 repair inh	TCR activator	uPA generation	USP2a inh
O=C(Nc1cnn(Cc2ccc(F)cc2)c1)c1cnccn1	?	12	-29%	-3%	8%	-0.2%	-2%	2%	3%	5%	0%
COc1ccccc1NC(=O)N1CCC(c2nnc(SCC(N)=O)n2C)CC1	11%	8	-5%	-8%	1%	-1.1%	-4%	20%	2%	0%	-3%
CC(C)Nc1nc2n(c(=O)n1)CCN2C(C)C	5%	10	2%	4%	18%	-0.2%	-9%	3%	4%	-6%	1%
COc1cc(OC)cc(C(=O)NNC(=O)C2CCCC2)c1	-2%	5	-5%	6%	-4%	-0.5%	-1%	0%	-3%	15%	0%
N#Cc1c(NC(=O)c2cc(-n3cnnc3)ccc2Cl)sc2c1CCCC2	4%	1	-6%	0%	2%	-0.1%	-3%	-24%	1%	-4%	4%
O=C(O)CCC(=O)NNc1nc2ccccc2nc1-c1ccccc1	-4%	12	-3%	-1%	-10%	0.0%	-5%	9%	5%	-2%	-1%
Cc1cc(Br)c(S(=O)(=O)n2nnc3ccccc32)cc1C	-6%	4	0%	-1%	13%	0.3%	-4%	3%	6%	-4%	2%
COc1ccc(CCNC(=O)c2ccc3c(c2)OCO3)cc1	?	-7	4%	3%	-3%	-0.5%	1%	?	4%	1%	0%
Cc1ccc(S(=O)(=O)C2(C(=O)N(C)C3CCCCC3)CC2)cc1	2%	7	-7%	2%	-6%	0.5%	-1%	7%	nt	nt	2%
Cc1ccc(C(=O)NCCc2cc3ccc(C)c(C)c3[nH]c2=O)cc1[N+](=O)[O-]	-4%	-2	-4%	0%	-1%	-0.7%	-1%	?	7%[46.1 µM]	-2%	1%
CC(C)NC(=O)c1ccc(N2CCOCC2)nc1	2%	-1	5%	2%	22%	0.3%	-4%	11%	-2%	-3%	0%
CCc1ccc(OCC(=O)N2c3ccccc3CCc3ccccc32)cc1	20%	-11	0%	?	-9%	-0.7%	0%	-15%	2%[46.1 µM]	-12%	1%
O=S1(=O)CCN(Cc2ccc(Cl)cc2)CC1	9%	8	-19%	2%	4%	-0.9%	-5%	-16%	12%	-2%	2%
COc1ccc(-c2cc3c(=O)n(CC(=O)N4CCCC4)ncn3n2)cc1	3%	32	-3%	-1%	6%	-0.1%	-3%	?	-6%	6%	2%
COc1ccccc1-c1nc2ccccc2nc1-c1ccccc1	8%	-12	7%	22%	-1%	-0.2%	-4%	-10%	-3%[46.1 µM]	8%	2%
O=c1[nH]c2cc3c(cc2cc1C(c1nnnn1CC1CCCO1)N1CCCCCC1)OCCO3 (configuration not stated)	-3%	-2	-7%	2%	1%	-0.2%	-1%	0%	-1%	nt	2%
CSc1ccc(S(=O)(=O)NCC(=O)OCC(=O)NCc2ccco2)cc1[N+](=O)[O-]	-11%	-9	0%	-1%	18%	-0.2%	-2%	1%	6%	-3%	2%
COc1cc(/C=N/NC(=O)C2c3ccccc3Oc3ccccc32)ccc1O	-8%	13	1%	0%	1%	-0.9%	-1%	0%	-7%	-4%	0%
COC(=O)c1cc(S(=O)(=O)NCc2cccc(OC)c2)cn1C	6%	-6	-1%	-2%	8%	0.4%	-2%	0%	-7%	-1%	1%
COc1ncnc2c1NC(=O)CS2	-2%	-1	1%	-3%	-8%	0.1%	3%	-1%	12%	-1%	3%
CS(=O)(=O)N1CCC(C(=O)N2CCc3ccccc3C2)CC1	1%	-6	-4%	5%	1%	0.2%	-2%	7%	-6%	0%	4%
COC(=O)CN1CC(=O)N(c2ccccc2)C1=S	-1%	18	1%	3%	12%	-0.2%	0%	-13%	0%	-1%	7%
CCOC(=O)c1c(CSc2nc(C)cc(C)c2C#N)n(C)c2cc(Br)c(OC(C)=O)cc12	3%	-3	2%	4%	3%	-0.4%	1%	?	-14%[46.1 µM]	3%	1%
Cn1cnnc1SCC(=O)n1c2ccccc2c2ccccc21	-20%	8	0%	-3%	-7%	0.1%	-6%	-1%	-5%	-1%	5%
CCOc1ccc(CC(=O)OCn2nnc3ccccc3c2=O)cc1	1%	2	-7%	6%	8%	-0.3%	-1%	16%	-1%	3%	1%
CCOC(=O)C1=C(C)N=c2s/c(=C3/C(=O)Nc4ccccc43)c(=O)n2C1c1ccc(C)cc1 (configuration not stated)	?	7	-22%	11%	1%	?	-7%	0%	-1%[46.1 µM]	1%	-14%
COC(=O)c1c(C)noc1-c1cc(C)on1	?	3	-10%	-21%	-31%	0.1%	-8%	0%	-23%	-3%	0%
CS(=O)(=O)CCC(C(=O)N1CCOCC1)N1C(=O)c2cc(Cl)c(Cl)cc2C1=O (configuration not stated)	-7%	1	8%	-1%	-6%	0.1%	-15%	21%	-1%[46.1 µM]	-5%	1%
CCOC(=O)c1c(C)[nH]c(C(=O)COC(=O)C23CC4CC(CC(Cl)(C4)C2)C3)c1C	?	-26	2%	0%	17%	0.0%	-9%	12µM*	-28%	-5%	1%
CC(=O)c1cccc(NC(=O)C2C(c3ccccc3)C2(Cl)Cl)c1 (configuration not stated)	-17%	-19	-6%	?	-13%	-0.1%	6%	?	1%	6%	-1%
COc1ccc(NC(=O)Nc2ccc3nonc3c2)cc1	?	-6	-11%	-4%	10%	4.5%	0%	?	5%	-6%	-1%
CCOc1ccc(NC(=O)CCC(=O)NNC(=O)COc2ccc(C)cc2Br)cc1	2%	-8	0%	1%	-2%	-0.2%	1%	?	-3%	-29%	-1%
CC(NCC(=O)Nc1cc(S(=O)(=O)N2CCOCC2)ccc1Cl)c1ccc(Cl)cc1Cl (configuration not stated)	?	-2	?	?	-17%	0.3%	0%	?	-13%	-10%	5%
N#C/C(=C\c1ccc(-c2cccc([N+](=O)[O-])c2)o1)c1nnc(N2CCOCC2)n1-c1ccccc1	4%	-5	1%	6%	4%	0.0%	nt	5.8µM*	nt	nt	-6%
COc1ccc(S(=O)(=O)N2CCC(C(=O)NC3CC3)CC2)cc1C	-2%	24	0%	22%	8%	0.5%	-2%	18%	1%	-1%	-1%
Nc1nnc(CSCc2ccc(Cl)cc2)s1	1%	4	-15%	-1%	-6%	-0.2%	-2%	4%	nt	-2%	4%
CCOc1ccc(N2CC(C(=O)Nc3cccc(S(=O)(=O)NC4=NCCC4)c3)CC2=O)cc1 (configuration not stated)	?	4	2%	4%	8%	0.3%	0%	-15%	-4%	9%	9%
O=C(c1n[nH]c2ccccc12)N1CCN(S(=O)(=O)c2ccccc2)CC1	0%	37	-13%	0%	9%	-0.3%	0%	1%	9%	-7%	1%
Cc1ccc(S(=O)(=O)NCCCCC(NC(=O)OC(C)(C)C)C(=O)O)cc1 (configuration not stated) (tested in a mixture with another compound)	0%	-8	0%	-3%	6%	5.2%	0%	-5%	-1%	-2%	3%

Assay outcomes as filed in PubChem BioAssay.
